Autophagy mod: autophagy modulators in MEF cells, primary screen, imaging, high-content, MEF GFP-LC3; MEF GFP-LC3 puncta imaging; test concentration mostly 10 µM; calls only at 10 µM (by protocol); actives 0.98% (n = 190,000);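 active means percentage of spot-positive cells more than 3 SD above its plate mean, without a fluorescence outlier flag or 80% toxicity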;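 further: spot-positive cell cutoff set from DMSO-treated cells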
MT stabilize HCS: microtubule stabilizers in HeLa cells, primary screen, imaging, high-content imaging | actives 0.83% (n = 200,000) | HeLa tubulin immunostaining HCS, 24 h; share of cells brighter than vehicle mean+2SD | % tubulin-high responders, % at 10 µM;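 active means plate Z-score above 3 for both tubulin-high and condensed-nucleus cell shares, with cell loss under 80%, at 10 µM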;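 further: anti alpha tubulin signal scored within the nucleus-defined area of each cell; some results filed as inactive read as strong as hits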
bCat nuc transl: modulators of beta-catenin nuclear translocation, primary screen, imaging, HeLa cells, immunofluorescence, high-content. AID 1665, 2009. actives 0.3% (n = 190,000). nuclear translocation activity, % at 5 µM;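 active means nuclear translocation activity above 50% at 5 µM, with a well cell count of 50 or more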;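 further: per-cell ratio of nuclear to cytoplasmic median beta-catenin stain intensity; plate controls were DMSO negative control for no effect and GSK-3 inhibitor IX positive control for full effect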
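Signal – beta-catenin immunofluorescence imaging with DAPI · Test system – human HeLa cell line · Dosing – 5 µM primary single dose, 0.1% DMSO, 0.02–20 µM confirmation series · Measure – % activation, nuclear-to-cytoplasmic median beta-catenin signal ratio per cell · Incubation – 24 h compound exposure at 37°C, 5% CO2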
K1F lysis inhibition: inhibition of K1F phage lysis, E. coli UTI89, bacterial capsule biogenesis inhibitors, alamar blue (AID 488966); E. coli UTI89 K1F phage lysis, alamar blue, 2 h; higher % means a stronger effect; inhibition, % at 100 µM; hits with a dose series show IC50 in µM; actives 0.02% (n = 340,000);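 active means phage lysis inhibition, versus mean bacterial control, above a set limit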;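 further: capsule biogenesis inhibitors block K1F phage lysis so surviving cells raise fluorescence; higher fluorescence means more inhibition of phage lysis; actives were called in the ten point dose series up to 300 µM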
ER stress rescue: rescue of cells from ER stress-induced death, primary screen, 384-well, CSM14.1, thapsigargin, ATP luminescence (AID 1222); CSM14.1 thapsigargin-induced death rescue, ATP luminescence; higher % means a stronger effect; one-dose cellular ATP content (survival), % at 20 µM; EC50 in µM for titrated hits; 190,000 tested, under 10 active;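 active means EC50 below 50 µM in the dose-response confirmation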;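 further: death triggered by thapsigargin at about 15 µM added after 2 h compound pretreatment; cell ATP read after overnight thapsigargin exposure of roughly 18 to 22 hours; normalized against plate controls of thapsigargin alone and 5% DMSO vehicle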
M1AAP inhibition: P. falciparum M1AAP inhibitors, biochemical, fluorogenic H-Leu-NHMec substrate, 1536-well (AID 1445); Aminopeptidase N (Plasmodium falciparum (isolate 3D7)); recombinant M1AAP, H-Leu-NHMec fluorogenic kinetic assay; higher % means a stronger effect; inhibition, % at 30 µM, or IC50 in µM where a hit was titrated; actives 0.42% (n = 220,000);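 active means primary inhibition above the hit cutoff, then over 50% inhibition at one or more dose response concentrations, cut at about 23% in these data, passing the limit was not always enough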;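 further: plate controls were DMSO full reaction for no effect and no enzyme background for full effect; strong numbers were not always called active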
Insulin prom up: insulin promoter activators in MIN6 cells, imaging, high-content screening, mouse beta cells. MIN6 insulin promoter-GFP reporter; hits give high values. z-score at 5 µM. actives 0.3% (n = 190,000);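 active means z-score above 3 at 5 µM with at least 500 cells counted in the well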
M17LAP inhibition: P. falciparum M17LAP inhibitors, primary screen, biochemical, fluorogenic H-Leu-NHMec substrate, 1536-well (AID 1619); actives 0.38% (n = 220,000); inhibition, % at 30 µM, or IC50 in µM where a hit was titrated; recombinant M17LAP, H-Leu-NHMec fluorogenic kinetic assay; higher % means a stronger effect; Leucine aminopeptidase (Plasmodium falciparum (isolate 3D7));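 active means compound inhibiting the enzyme by more than half at any dose during confirmatory dose-response retesting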;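 further: plate controls were full reaction with DMSO carrier for no effect and no enzyme background for full effect; strong numbers were not always called active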
Dynein cargo inh: inhibitors of GR-EGFP nuclear translocation, primary screen, dynein cargo transport inhibitor project, imaging, high-content, 3617.4 mouse cells | test concentration mostly 20 µM; stimulated with dexamethasone, 1 µM; hits give low values | z-score, hits read low | actives 0.47% (n = 220,000);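 active means plate z-score of nuclear minus cytoplasmic receptor signal below a set negative limit, without overly bright fluorescence or cell loss, cut at about -3.5 in these data, passing the limit was not always enough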;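 further: z-score of nuclear minus cytoplasmic ring GR-EGFP intensity difference per well; some compounds called inactive have numbers as strong as hits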
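Buffer or medium: tet-free, stripped-serum medium; reagent: dexamethasone at 1.0 µM final, 30 min; incubation: 48 h induction, 1 h compound, 30 min dex at 37 °C; measured by: formaldehyde fixation, Hoechst nuclear stain, 10x automated fluorescence imaging; read-out: nuclear-to-cytoplasmic GR-EGFP distribution per well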
Dynein cargo inh cytoplasmic EGFP: recorded beside Dynein cargo inh, whose call it bears; z-score; measured here: cytoplasmic GR-EGFP intensity; hits give high values
Dynein cargo inh nuclear GR-EGFP: recorded beside Dynein cargo inh, whose call it bears; z-score; measured here: nuclear GR-EGFP intensity;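 lower value marks the stronger effect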
Dynein cargo inh cell count: recorded beside Dynein cargo inh, whose call it bears; z-score; measured here: cell count per field
Insulin prom up cell count: further read-out of Insulin prom up, marked with its call; cell count; measured here: cytotoxicity, nuclei count;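 total cells summed across four imaged fields per well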
bCat nuc transl cell count 5 µM: recorded beside bCat nuc transl, whose call it bears; cell count; measured here: cell count, cytotoxicity flag
MT stabilize HCS Hoechst-high %: recorded beside MT stabilize HCS, whose call it bears; % Hoechst-high responders; measured here: nuclear condensation Hoechst responders;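 share of cells brighter than vehicle mean plus two SD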
MT stabilize HCS cytotoxicity %: also measured in MT stabilize HCS; calls as there; toxicity, %; measured here: cytotoxicity by cell density;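 0% = mean cell density of plate MIN control wells and 100% = no cells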
Autophagy mod cell loss 18 h: further read-out of Autophagy mod, marked with its call; toxicity, %; measured here: cell loss, nuclei count;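 cell loss after 18 h compound exposure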
An asterisk follows results filed as active; i = inactive; x = not tested or not shown; + = active, no number; & = joins results of further samples; [ ] = another dose, or the depositor's remark.

smiles | Autophagy mod | Autophagy mod cell loss 18 h | MT stabilize HCS | MT stabilize HCS Hoechst-high % | MT stabilize HCS cytotoxicity % | bCat nuc transl | bCat nuc transl cell count 5 µM | K1F lysis inhibition | ER stress rescue | M1AAP inhibition | Insulin prom up | Insulin prom up cell count | M17LAP inhibition | Dynein cargo inh | Dynein cargo inh cytoplasmic EGFP | Dynein cargo inh nuclear GR-EGFP | Dynein cargo inh cell count
O=C1CC(N2CCN(Cc3ccc(Cl)cc3)CC2)C(=O)N1CCc1ccccc1 (stereo unspecified) | x | x | x | x | x | 0.9 | 1320 | -0.2% | x | x | -0.29 | 956 | x | 1.1 | -0.14 | 1.1 | -1
Cn1c(CN2CCCC2)nc2cc(NC(=O)COc3ccc([N+](=O)[O-])cc3)ccc21 | i | -13 | 2.4 | 2.6 | 13 | 2.9 | 511 | -1.1% | -1.4% | 1% | -0.26 | 1222 | 2% | 2 | -0.0069 | 3 | -2
OCCN1CCN(c2ncnc3sc(-c4ccccc4)cc23)CC1 | i | 26 | 1.2 | 1.7 | 3.8 | -0.7 | 936 | -0.1% | -1.3% | 7% | 0.24 | 1352 | 48% | -0.3 | -0.12 | -0.73 | -0.56
CCC(C)(C)NC(=O)C(c1cccs1)N(C(=O)c1ccn[nH]1)c1ccccc1 (stereo unspecified) | i | 23 | 4.0 | 2.3 | 11 | 0.3 | 1514 | 0.2% | 1.9% | -2% | -0.06 | 1406 | 12% | 0.18 | -0.34 | -0.25 | 0.74
O=C(CN1C(=O)/C(=C\c2cccc(F)c2)Oc2ccccc21)N1CCN(c2ccccn2)CC1 | i | -1 | 3.2 | 11 | 8.1 | 2.6 | 1014 | -0.6% | -1.6% | 19% | -1.2 | 1444 | 8% | -0.31 | -0.06 | -0.041 | 0.69
COC(=O)c1ccccc1NC(=O)NC1CCC(C)CC1 (stereo unspecified) | i | 13 | 3.8 | 2.2 | 6.9 | -0.8 | 993 | 0.4% | 2.4% | -3% | 0.49 | 1588 | -1% | 2.5 | -0.11 | 1.5 | -1.9
O=C(NCc1nnc(SCC(=O)N2CCCc3ccccc32)n1-c1ccccc1)c1cccc2ccccc12 | i | 20 | 4.7 | 2.5 | 6.0 | -1.3 | 1142 | 4.9% | 4.0% | 3% | 0.32 | 1596 | -3% | 0.17 | -0.21 | -0.12 | -0.32
COc1nnc(-c2ccc(N3CCCCC3)c(NC(C)=O)c2)c2ccccc12 | i | 1 | 1.0 | 1.3 | 5.8 | -9.8 | 966 | 0.3% | 4.4% | 6% | x | x | 13% | -0.13 | 0.4 | -0.23 | -0.25
Nc1ccn([C@@H]2O[C@H](CO)[C@@H](O)[C@@H]2O)c(=O)n1 | i | 27 | 3.3 | 1.2 | 25 | x | x | -0.5% | 1.3% | -8% | x | x | 1% | 0.31 | -0.19 | 0.6 | -0.14
COc1cc(O)c(C(=O)/C=C/c2ccccc2)c(OC)c1 | x | x | x | x | x | -1.4 | 1332 | 0.8% | x | 4% | -1.4 | 799 | -5% | -2.2 | 0.085 | -0.6 | -0.015
COc1cc(NC(=S)Nc2cccc(Cl)c2Cl)c(OC)cc1Cl | i | 3 | 0.7 | 1.9 | 10 | -0.2 | 1412 | 1.9% | -1.3% | 4% | 0.2 | 1561 | 1% | -0.64 | -0.1 | -0.43 | 0.11
CC(C)CCC(C(=O)O)C(C)CC(=O)NNC(=O)c1ccco1 (stereo unspecified) | i | 24 | 2.1 | 2.0 | 5.5 | -0.1&-0.3 | 1396&1600 | 0.3%&0.4% | 0.1% | 2%&6% | -0.09 | 1112 | -4%&-4% | -0.69&-0.79 | 1.1&-0.33 | 0.29&-0.094 | 0.12&0.85
O=C(CSc1oc(-c2ccco2)nc1S(=O)(=O)c1ccc(F)cc1)NCC1CCCO1 (stereo unspecified) | i | 5 | 2.9 | 1.9 | 3.6 | 1.3 | 811 | -0.2%[50 µM] | 1.6% | 5% | x | x | 15% | 0.48 | -0.21 | 0.38 | -1.1
CN1CCN(CCCNC(=O)Nc2cccc3ccccc23)CC1 | i | 12 | 5.6 | 2.2 | 6.9 | -2.0 | 808 | -0.1% | 0.0% | -1% | 0.72 | 1405 | 5% | -1.2 | -0.27 | -0.35 | 0.15
COc1ccc(C(=O)CN(C(=O)c2ccc(Cl)cc2)N2C(=O)c3ccccc3C2=O)cc1 | i | 8 | 3.3 | 1.2 | 5.8 | -0.4 | 1348 | 0.4% | -0.3% | 1% | -0.28 | 1562 | 13% | 0.23 | -0.069 | 0.64 | 0.21
O=C(OC(C(=O)NC1CCCC1)c1ccncc1)C1=Cc2ccccc2OC1 (stereo unspecified) | i | -2 | 2.9 | 2.3 | 8.4 | -0.2 | 1400 | 0.2% | 0.1% | 8% | -0.41 | 1623 | 1% | 0.15 | -0.087 | -0.53 | -0.56
N#Cc1c(NC(=O)CSCC(=O)O)sc2c1CCCC2 | i | 14 | 3.9 | 2.7 | 5.6 | -0.7 | 945 | 3.1% | 0.4% | 11% | 0.91 | 1405 | 42% | 0.064 | -0.32 | -0.064 | 0.26
Cc1cccc(NC(=O)C2CC(=O)OC23CCCCC3)c1 (stereo unspecified) | i | 0 | 1.3 | 1.7 | 4.5 | x | x | 1.8% | -1.2% | 3% | x | x | -2% | 1.7 | -0.22 | 0.7 | -0.27
O=C(CCN1CCC(c2ccccc2)C1)c1ccccc1 (stereo unspecified) | i | -7 | 0.8 | 1.7 | 9.8 | x | x | -3.1% | 13% | 10% | x | x | -3% | -1.1 | 0.13 | -0.72 | 0.62
CCSc1ccccc1C(=O)N1CCN(c2ccc([N+](=O)[O-])cc2)CC1 | i | -6 | 3.9 | 1.9 | 9.6 | 0.7 | 1494 | -0.5% | 5.4% | 2% | -2.1 | 1304 | -11% | -0.45 | -0.2 | -0.13 | -0.084
O=c1nc2sc3ccccc3n2c(=O)n1-c1cccc(Cl)c1 | i | -16 | 2.9 | 2.7 | 6.8 | -3.2 | 1149 | 1.0% | -2.6% | 0% | -0.09 | 897 | 9% | -0.22 | -0.22 | 0.15 | 0.2
COc1ccc(Cl)c(Cn2c(NCc3ccccn3)nc3c2c(=O)n(C)c(=O)n3C)c1 | i | -7 | 3.2 | 2.5 | 8.5 | 0.4 | 1016 | -0.6% | -2.8% | 12% | -0.07 | 1336 | 2% | -0.42 | -0.27 | -0.2 | -0.0072
COc1cccc(NC(=O)NCc2c(-c3ccccc3)noc2C)c1 | x | x | x | x | x | -3.1 | 1148 | -1.3% | x | -1% | 0.12 | 1508 | 2% | -0.056 | -0.23 | -0.12 | 0.41
O=S(=O)(Nc1cccc(S(=O)(=O)N2CCCCCC2)c1)c1ccccc1 | i | 1 | 2.7 | 2.3 | 7.9 | -0.7 | 1090 | -1.6% | -1.3% | -2% | -0.14 | 1445 | 0% | 0.18 | -0.34 | 0.19 | 0.18
Cc1ccc(/C=N/n2c(-c3ccco3)n[nH]c2=S)s1 | i | -4 | 3.0 | 4.2 | 3.8 | 2.2 | 1248 | 1.5% | -1.7% | 9% | -0.91 | 1208 | -7% | -0.025 | -0.27 | 0.24 | -0.01
CCCC(=O)Nc1ccc2c(c1)c1ccccc1n2CC | i | 3 | 1.0 | 2.8 | 2.0 | 0.5 | 901 | 4.6% | 0.6% | 11% | -0.05 | 1219 | -1% | -0.75 | -0.31 | -0.66 | 1.2
COC(=O)C1CSC(C(=O)OC)N1C(=O)CN1CC(C)OC(C)C1 (stereo unspecified) | i | -29 | 3.5 | 2.1 | 7.4 | -1.0 | 1111 | 0.1% | -1.7% | 0% | -0.11 | 1879 | 1% | -0.41 | -0.14 | -0.38 | 0.039
CCO/C(C)=C1\C(=O)N(CC)c2ccccc21 | i | 2 | 2.8 | 2.2 | 2.5 | -6.6 | 923 | 2.8% | -0.8% | 6% | -0.84 | 1282 | 12% | -0.28 | -0.19 | -0.13 | 0.3
CC1=Nc2ccccc2/C1=C/c1sc(=N)n(-c2nccs2)c1O | + | -15* | 7.6 | 4.3 | 3.8 | 7.3 | 1332 | 1.4% | -1.0% | -1% | 1.1 | 1194 | -3% | 3.6 | 3.9 | 3.7 | 0.29

Two compounds picked at random from the list so far:
smiles | Autophagy mod | Autophagy mod cell loss 18 h | MT stabilize HCS | MT stabilize HCS Hoechst-high % | MT stabilize HCS cytotoxicity % | bCat nuc transl | bCat nuc transl cell count 5 µM | K1F lysis inhibition | ER stress rescue | M1AAP inhibition | Insulin prom up | Insulin prom up cell count | M17LAP inhibition | Dynein cargo inh | Dynein cargo inh cytoplasmic EGFP | Dynein cargo inh nuclear GR-EGFP | Dynein cargo inh cell count
O=S(=O)(Nc1cccc(S(=O)(=O)N2CCCCCC2)c1)c1ccccc1 | i | 1 | 2.7 | 2.3 | 7.9 | -0.7 | 1090 | -1.6% | -1.3% | -2% | -0.14 | 1445 | 0% | 0.18 | -0.34 | 0.19 | 0.18
OCCN1CCN(c2ncnc3sc(-c4ccccc4)cc23)CC1 | i | 26 | 1.2 | 1.7 | 3.8 | -0.7 | 936 | -0.1% | -1.3% | 7% | 0.24 | 1352 | 48% | -0.3 | -0.12 | -0.73 | -0.56
